GPR151 activ – activates the human receptor GPR151; Q8TDV0; PathHunter beta-arrestin GPR151 cells, luminescence; activation, % at 11.2 µM; actives 1% (n = 650,000); AID 1508602; in the data active means activation above about 4.9%;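 further: 0% = median of compound wells and 100% = cells with positive control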
Target sequence (Q8TDV0 whole entry, looked up): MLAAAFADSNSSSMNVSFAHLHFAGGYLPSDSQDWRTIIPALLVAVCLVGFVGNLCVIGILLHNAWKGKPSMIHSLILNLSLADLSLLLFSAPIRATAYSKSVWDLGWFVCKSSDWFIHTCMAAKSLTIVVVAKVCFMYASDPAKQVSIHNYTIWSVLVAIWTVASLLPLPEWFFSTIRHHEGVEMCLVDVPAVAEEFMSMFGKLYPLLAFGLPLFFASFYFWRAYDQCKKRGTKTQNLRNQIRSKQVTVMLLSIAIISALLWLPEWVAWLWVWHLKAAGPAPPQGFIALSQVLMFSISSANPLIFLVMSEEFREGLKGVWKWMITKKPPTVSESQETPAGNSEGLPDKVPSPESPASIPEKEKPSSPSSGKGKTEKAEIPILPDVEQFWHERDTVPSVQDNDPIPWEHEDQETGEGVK
TEAD-YAP block – TEAD-YAP interaction inhibition. HEK-TIYL cells, TEAD-Gal4/YAP UAS-luciferase luminescence. inhibition, % at 9.12 µM. actives 1.4% (n = 640,000); in the data active means inhibition above about 32%;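 further: 0% = median of test compound wells and 100% = reference inhibitor wells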
FBW7 act – human FBW7 E3 ligase activation, primary screen; Q969H0; AlphaScreen FBW7–phospho-cyclin E peptide binding, activator screen; normalized activity (activation), % at 26.1 µM; actives 0.13% (n = 650,000); in the data active means normalized activity above about 1.9%;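 further: purified mutant Fbw7 with reduced substrate affinity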
MITF primary – inhibitors of human MITF | AID 1259374 | actives 0.91% (n = 650,000) | O75030 | inhibition, % at 2.6 µM | AlphaScreen MITF homodimerization, bead proximity signal; in the data active means inhibition above about 50%;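 further: 0% = vehicle wells with protein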
Target sequence (O75030 whole entry, looked up): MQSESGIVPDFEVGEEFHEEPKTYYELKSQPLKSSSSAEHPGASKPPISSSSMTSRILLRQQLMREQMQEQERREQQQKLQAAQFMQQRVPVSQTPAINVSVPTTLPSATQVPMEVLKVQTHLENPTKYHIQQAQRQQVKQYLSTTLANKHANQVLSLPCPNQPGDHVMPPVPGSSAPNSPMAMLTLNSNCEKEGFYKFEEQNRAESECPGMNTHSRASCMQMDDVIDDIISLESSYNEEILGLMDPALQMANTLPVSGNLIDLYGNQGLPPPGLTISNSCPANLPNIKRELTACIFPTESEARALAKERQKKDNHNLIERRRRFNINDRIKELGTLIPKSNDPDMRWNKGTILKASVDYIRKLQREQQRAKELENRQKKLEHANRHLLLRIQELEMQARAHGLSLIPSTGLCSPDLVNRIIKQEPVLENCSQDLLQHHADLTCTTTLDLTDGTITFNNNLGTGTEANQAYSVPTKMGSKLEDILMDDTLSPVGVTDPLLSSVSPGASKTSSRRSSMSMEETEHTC
Active calls of the source: *.

Results follow in this order: FBW7 act	MITF primary	GPR151 activ	TEAD-YAP block
COc1ccc(NC(=O)C(c2ccc(OC)cc2)N(C)C(=O)Cc2cccs2)cc1 (centres undefined)
  0.3	23	-1.7	0
CCCS(=O)(=O)NCCS(=O)(=O)N1CCN(c2ccccc2)CC1
  0.7	4	-1.2	7
CC1Cc2ccccc2N1C(=O)CN1CCN(Cc2ccc3c(c2)OCO3)CC1 (centres undefined)
  0.0	29	-0.1	1
O=C1N/C(=C/c2cc(Cl)c(O)c(Br)c2)C(=O)N1c1ccccc1
  -0.2	-12	-1.7	-6
Clc1ccc(/C=N/n2cnnc2)c(Cl)c1
  0.0	13	-0.4	-5
O=C(NNC1=NCCCCC1)c1ccncc1
  0.0	8	-1.1	-3
O=C(CN1CCN(Cc2ccccc2)CC1)c1ccc2c(c1)CCN2
  -0.2	-15	-1.1	5
CC(=O)NC1C(OCc2ccccc2)OC2COC(C)(C)OC2C1O (centres undefined)
  0.0	6	0.6	3
Cc1sc(NC(=O)CSc2nnc(-c3ccccc3)o2)nc1-c1ccccc1
  -0.1	3	-1.3	4
CC(=O)N[C@@H](C)C(=O)NCC1Cc2cccc(-c3ccccc3C(F)(F)F)c2O1 (some centres undefined)
  0.2	4	0.3	-3
Cc1csc2ncc(C(=O)NC(Cc3ccccn3)C(F)(F)F)c(=O)n12 (centres undefined)
  0.2	15	0.1	-2
CCCN(CCC)c1ncnc2c1c(-c1ccccc1)cn2-c1ccccc1
  0.1	-4	1.8	2
COc1ccccc1CNC(=O)C1CCCN1c1nnc(N2CCCC2=O)s1 (centres undefined)
  0.2	-18	-1.4	-3
OC(c1cccnc1)c1ccc2c(c1)CN(Cc1ccsc1)CCO2 (centres undefined)
  -0.1	3	-1.2	0
N#CC1=C(N)C(C#N)(C#N)C(c2cccc(I)c2)C2CCCC=C12 (centres undefined)
  0.1	-58	0.2	3

Next part
Results follow in this order: FBW7 act	MITF primary	GPR151 activ	TEAD-YAP block
CC(C)n1cc(/C=C2/NC(=O)N(Cc3ccc(F)cc3)C2=O)c2ccccc21
  -0.1	-4	1.0	-5
COc1ccc(SCCCC(=O)Nc2ccc(F)cc2F)cc1
  0.3	-2	-0.3	-10
C/C(=N/NC(=O)c1ccc(C)nc1)c1ccc(F)cc1
  0.4	13	0.4	1
CN1CCN(c2ccc(-c3nc(C(=O)Nc4ccc(Oc5ccccc5)cc4)cs3)cc2)CC1
  -0.1	2	1.4	-12
CCOC(=O)c1sc(NC(=O)c2c(-c3ccccc3Cl)noc2C)nc1C
  -0.1	3	-0.1	10
Cn1c(=O)c2c(nc(N3CCOCC3)n2CCNC2=NCCC2)n(C)c1=O
  0.1	4	0.1	-8
CCCCCCNC(CC(=O)Nc1cccc(C(F)(F)F)c1)C(=O)O (centres undefined)
  0.0	7	-0.7	7
O=C(c1ccc2c(c1)C(=O)N(Cc1cccnc1)C2=O)c1ccc2c(c1)C(=O)N(Cc1cccnc1)C2=O
  -1.0	104*	1.2	6
COc1ccc(S(=O)(=O)N2CCc3ccccc3C2)cc1
  0.6	9	-0.3	-4
C=CCNCCOc1ccc(OCc2ccccc2)cc1
  -0.1	9	-3.8	-30
CC1CCCCN1Cc1c(F)cccc1F (centres undefined)
  0.0	10	3.4	8
COCc1c(Br)c(C)nc(OCC(=O)O)c1C#N
  0.0	5	0.4	-3
CCOc1cc(C2NC(=O)NC2=O)ccc1O (centres undefined)
  0.0	-5	-0.7	13
COc1cc(/C=C2\SC(N)=NC2=O)ccc1OS(=O)(=O)c1ccccc1[N+](=O)[O-]
  0.0	-25	0.2	18
O=C(Nc1nc2c(Cl)c(Cl)ccc2s1)c1ccc2c(c1)OCCO2
  -0.1	-8	1.3	-1

Exported comma-delimited: entries from further up
SMILES,FBW7 act,MITF primary,GPR151 activ,TEAD-YAP block
C=CCNCCOc1ccc(OCc2ccccc2)cc1,-0.1,9,-3.8,-30
CC1CCCCN1Cc1c(F)cccc1F (centres undefined),0.0,10,3.4,8
COCc1c(Br)c(C)nc(OCC(=O)O)c1C#N,0.0,5,0.4,-3
CCOc1cc(C2NC(=O)NC2=O)ccc1O (centres undefined),0.0,-5,-0.7,13

Going on with the list.
Results follow in this order: FBW7 act	MITF primary	GPR151 activ	TEAD-YAP block
Cc1cc(Cl)ccc1OCC(=O)O/N=C(\N)c1cccc([N+](=O)[O-])c1
  0.0	-4	1.9	2
O=c1c(Cl)cc(C(F)(F)F)cn1Cc1cccc2ccccc12
  0.1	10	-0.8	-2
Cn1c(Cc2ccccc2)nnc1SCC(=O)N1CCCCC1
  0.3	-3	-0.2	10
CCOC(=O)c1c(NC(=O)c2ccccc2)sc2c(OC)c(Br)ccc12
  0.0	-8	-0.6	-9
C=CCNC(=O)/C(C#N)=C/c1ccc(C#N)cc1
  0.1	9	-0.3	-6
CC(C)n1c(N2CCN(c3ccccn3)CC2)nc2c(NCCOc3ccccc3)ncnc21
  -0.1	-8	-1.0	-7
N#CC1=C(N)Oc2cc(O)ccc2C1C1CC=CCC1 (centres undefined)
  0.0	7	5.4*	13
COc1ccc(C2C(C(=O)OCC3CCCO3)=C(C)NC3=C2C(=O)CCC3)cc1O (centres undefined)
  0.1	7	-0.2	3
COc1ccc(C2=NN(C(=O)CCC(=O)O)C(c3ccccc3)C2)cc1 (centres undefined)
  -0.1	-7	-0.1	1
CCCN1C(=O)/C(=C/c2ccc(OC)cc2)SC1=S
  -0.1	9	-0.6	-11
CCN(CC)CC(O)Cn1c2ccc(Br)cc2c2cc(Br)ccc21 (centres undefined)
  -0.1	-11	0.5	-8
Cc1cc(C(=O)Nc2nnc(C(F)(F)F)s2)cs1
  -0.4	-24	-2.2	-14
CCc1ccc(N2CC(C(=O)NC3CC3)CC2=O)cc1 (centres undefined)
  0.2	13	-0.5	-3
CC(=O)c1ccc(OCCCC(=O)Nc2ccc(F)cc2)cc1
  0.3	3	-1.2	-10
Cc1nn(C(C)C(=O)NCCN2CCOCC2)c(=O)c2cc3occc3n12 (centres undefined)
  0.0	2	1.3	1

Remaining list, next part.
Results follow in this order: FBW7 act	MITF primary	GPR151 activ	TEAD-YAP block
O=C1c2ccccc2C(=O)N1c1cc(Cl)cc(Cl)c1
  0.6	6	0.1	-13
C=CCOc1ccc(/C=N/n2c(C(F)(F)F)n[nH]c2=S)cc1OC
  -0.1	-4	0.6	-5
COc1ccc(C2C(C(=O)N(C)CCc3ccccn3)c3ccccc3C(=O)N2Cc2ccc(F)cc2)cc1 (centres undefined)
  0.0	-3	-0.1	9
CCC(C)NC(=O)CN1CCN(Cc2ccccc2F)C1=O (centres undefined)
  -0.1	-4	-0.4	0
O=C(CCn1c(SCc2cc(=O)n3ccccc3n2)nc2cc3c(cc2c1=O)OCO3)NCc1ccc2c(c1)OCO2
  0.0	-5	0.3	2
CCOc1ccc(NC(=O)CN(c2cccc(C)c2C)S(=O)(=O)c2ccccc2)cc1
  0.1	-23	-1.0	-5
COc1ccc(OC)c(/C=N/NC(=O)CNC(=O)c2ccccc2)c1
  0.1	4	1.7	-2
Cc1ccc(C)c(Nc2nc(-c3ccc(-c4ccccc4)cc3)cs2)c1
  1.0	21	-0.8	-16
CC1CP(=O)(c2ccccc2)C(C)CC1=O (centres undefined)
  0.2	16	-1.5	9
O=C(Nc1ccc(Cl)c(NC(=O)c2ccccc2)c1)c1ccc([N+](=O)[O-])cc1
  -0.3	-6	-0.3	-2
O=C(CSc1ccc(C(=O)Nc2ccccc2C(F)(F)F)cc1[N+](=O)[O-])NCc1cccs1
  0.0	-5	0.0	0
Nc1ccc2nc(-c3ccc(Cl)cc3)[nH]c2c1
  0.7	17	-4.2	-54
COc1nc(Nc2ccc(-c3nc4ccccc4o3)cc2)nc(N2CCCC2)n1
  0.3	-2	-0.5	-3
CCC1C(=O)NCCN1Cc1nc(N2CCCC2)c2cc(OC)c(OC)cc2n1 (centres undefined)
  -0.4	-2	1.3	11
COc1cccc(CN2CCC(C(=O)N3CCN(Cc4ccccc4)CC3)CC2)c1O
  0.5	42	-1.0	6

Going on with the list:
Results follow in this order: FBW7 act	MITF primary	GPR151 activ	TEAD-YAP block
O=C(O)CCCC(=O)N1N=C(c2ccccc2)CC1c1cccc([N+](=O)[O-])c1 (centres undefined)
  -0.2	8	1.5	10
Cc1ccc(OCC(=O)NCCN2CCCC2)cc1
  0.1	-5	0.6	-2
COc1cccc(C=NCCNC(=O)c2nonc2N)c1O
  1.0	-4	2.0	6
CCOC(=O)C1C(=O)OC2(CCCCC2)C1C(=O)OCC (centres undefined)
  0.1	-6	0.6	5
CCOC(=O)C1=C(C)Nc2nc(SCC(C)C)[nH]c(=O)c2C1c1cccnc1 (centres undefined)
  -0.1	14	0.7	9
COc1cc([N+](=O)[O-])ccc1NC(=O)NCCc1ccc(Cl)cc1
  -0.1	3	1.5	16
COc1ccc(-c2noc(-c3nnn(-c4cc(Cl)ccc4C)c3N)n2)cc1
  0.1	6	1.5	-3
CCOC(=O)c1ccc(N2C(=O)CC(NCCc3ccc(Cl)cc3Cl)C2=O)cc1 (centres undefined)
  0.3	4	1.6	7
CC(C)(C)CN1CCNC(=O)C1CC(=O)NC1CCCCCCC1 (centres undefined)
  0.1	11	11*	-13
CCNS(=O)(=O)c1ccc(NC(=O)c2cccc(NC(=O)C(C)C)c2)cc1
  0.1	6	-1.1	1
CCN1CCN(CCCOc2ccc3ccccc3c2Br)CC1
  -0.2	61*	0.0	-19
O=C(Nc1ccc2c(c1)OCO2)C1CCN(c2ccc(Cl)nn2)CC1
  0.1	5	2.7	-6
COc1ccc(C2C(C#N)=C(N)N(c3ccccc3C#N)C3=C2C(=O)CC(C)(C)C3)cc1O (centres undefined)
  -0.1	-3	-0.3	3
CC1CN(Cc2cccc(F)c2)Cc2ccccc2O1 (centres undefined)
  0.0	-21	0.9	5
O=C(O)C1CCCCC1C(=O)c1ccc2ccccc2c1O (centres undefined)
  0.0	10	1.2	-2

2 entries picked at random from those above:
Results follow in this order: FBW7 act	MITF primary	GPR151 activ	TEAD-YAP block
O=C(CN1CCN(Cc2ccccc2)CC1)c1ccc2c(c1)CCN2
  -0.2	-15	-1.1	5
Cn1c(Cc2ccccc2)nnc1SCC(=O)N1CCCCC1
  0.3	-3	-0.2	10

Single values from the results shown:
GPR151 activ with COc1cccc(C=NCCNC(=O)c2nonc2N)c1O stands at 2.0
FBW7 act with O=C(Nc1ccc2c(c1)OCO2)C1CCN(c2ccc(Cl)nn2)CC1 stands at 0.1
GPR151 activ with Cc1ccc(OCC(=O)NCCN2CCCC2)cc1 stands at 0.6

(continued)
Results follow in this order: FBW7 act	MITF primary	GPR151 activ	TEAD-YAP block
CCCCN(CC)CCNC(=O)C1c2ccccc2C(=O)N(C)C1c1c[nH]c2ccccc12 (centres undefined)
  0.3	2	-0.3	-5
CC(C)NC(=O)COC(=O)c1cc(=O)c2ccccc2o1
  0.2	3	1.7	-1
CCCCOC(=O)c1cccc(NC(=O)COc2c(C)cccc2C)c1
  0.0	-3	1.8	-28
Cn1c(Cc2ccccc2)nnc1SCC(=O)O
  0.1	9	-0.5	5
Cc1nc2ncnn2c(N2CCC(C(=O)NCc3ccccc3Cl)CC2)c1C
  -0.2	-2	-0.4	28
O=C(CCCOc1ccc(Cl)cc1)Nc1ccc2c(c1)OCCO2
  0.1	-1	0.3	-10
Cc1ccc(-c2c[n+](CC(=O)c3ccc(Br)cc3)c3n2CCCCC3)cc1
  -0.1	-1	0.5	31
COc1ccc(-c2c(C)c3ccc(OC(C)=O)cc3oc2=O)cc1
  0.1	-9	-2.6	-16
CCC(C)(C)NC(=O)C(c1cccnc1)N(C(=O)c1csnn1)c1cccc(C)c1 (centres undefined)
  -0.1	-14	0.1	0
COc1ccc(-c2cc(C(F)(F)F)n3ncc(C(=O)NC(C)C)c3n2)cc1OC
  -0.1	-5	0.3	-17
CC(=O)Oc1ccc([N+](=O)[O-])cc1N1C(=O)c2ccc(Br)cc2C1=O
  -0.3	8	-0.6	7
CC(NC(=O)CN1N=C(C(C)(C)C)Cn2c(cc3sccc32)C1=O)c1ccccn1 (centres undefined)
  0.2	4	-1.0	0
Brc1ccccc1-c1nc(Cc2ccccc2)no1
  0.2	10	-0.9	-71
CCSc1nnc(NC(=O)/C=C/c2ccc3c(c2)OCO3)s1
  0.1	10	0.4	8
CCOc1ccc(-n2cc(C(=O)NC3CCCCC3)c3cc(OC)c(OC)cc3c2=O)cc1
  0.0	-5	1.4	17
